Screening results: PubChem BioAssay, several laboratories
DNA FID counter – displaces DNA intercalator in HCV helicase counter-screen. inhibition, % at 7.9 µM. AID 1845. 290,000 tested, 0.17% active. DNA fluorescent intercalator displacement, fluorescence; in the data active = inhibition above about 37%;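 also: 0% = vehicle and 100% = reference compound; higher means more ethidium bromide displaced from hairpin DNA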
PHOSPHO1 block – PHOSPHO1 (human) inhibition; inhibition, % at 13.3 µM; Q8TCT1; recombinant PHOSPHO1, absorbance phosphatase assay; 290,000 tested, 1.1% active; in the data active = inhibition above about 60%
Target sequence (Q8TCT1 whole entry, looked up): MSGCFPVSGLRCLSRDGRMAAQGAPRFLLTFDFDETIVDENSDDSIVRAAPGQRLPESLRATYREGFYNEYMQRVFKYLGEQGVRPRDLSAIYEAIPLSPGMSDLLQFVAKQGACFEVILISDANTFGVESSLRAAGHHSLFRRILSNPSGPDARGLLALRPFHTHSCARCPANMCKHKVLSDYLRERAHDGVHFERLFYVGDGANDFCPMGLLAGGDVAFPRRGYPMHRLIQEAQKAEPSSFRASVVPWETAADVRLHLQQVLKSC
HCV NS3 hel inh – inhibitors of Hepatitis C virus NS3 helicase; inhibition, % at 10.9 µM; AID 1800; NS3 helicase DNA unwinding, Cy5 molecular beacon fluorescence; 290,000 tested, 0.56% active;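 active = inhibition above the mean of all tested compounds plus 3 SD, set per campaign, cut at about 35% in these data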;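 also: 0% = DMSO wells and 100% = thioflavine S control wells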
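Test system: hepatitis C virus NS3 helicase domain fragment enzyme. Also added: annealed dual-labelled DNA beacon duplex, ATP-started. Timing: 60 min unwinding reaction at 25 °C after ATP addition. Technique: Cy5 fluorescence. Measure: % inhibition of unwinding.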
VIM-2 inh – inhibitors of Pseudomonas aeruginosa VIM-2 metallo-beta-lactamase | inhibition, % at 5.6 µM | 290,000 tested, 0.89% active | AID 1527 | purified VIM-2, nitrocefin hydrolysis, epi-absorbance fluorescence;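 active = inhibition above the mean of all tested compounds plus 3 SD, cutoff set per screening run, cut at about 7.5% in these data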;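 also: red hydrolysis product quenches plate fluorescence so inhibitors raise well fluorescence; 0% = enzyme with DMSO and 100% = DMSO without enzyme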
p-CIP stab down – p/CIP protein destabilization; Q05BA5; F442A p/CIP-EGFP cells, EGFP fluorescence, 16 h; decrease of EGFP signal, % at 10 µM; 290,000 tested, 0.01% active; AID 1984;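 active = EGFP signal decrease of at least 30% at 10 µM or well 3 SD below plate mean, unless failing retest; inactive = the rest, including hits failing retest or dose response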; also: some compounds called inactive have numbers as strong as hits; many of its hits are not listed in these tables
UBC9 SUMO inh – SUMOylation inhibition | HTRF SUMOylation assay, SAE1/SAE2 + UBC9, in vitro | inhibition, % at 35 µM | P63279 | 290,000 tested, 0.36% active; in the data active = inhibition above about 50%, passing the limit was not always enough; also: strong numbers were not always called active
Target sequence (P63279 whole entry, looked up): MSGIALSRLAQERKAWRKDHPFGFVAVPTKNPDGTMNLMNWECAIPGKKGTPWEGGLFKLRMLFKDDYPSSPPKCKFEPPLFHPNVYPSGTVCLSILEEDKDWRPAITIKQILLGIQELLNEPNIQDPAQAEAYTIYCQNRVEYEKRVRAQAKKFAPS
MEKK3 PB1 HTS – modulators (inhibitors or enhancers) of MEK5 binding to human MEKK3 PB1 domain. Q99759. bead-based flow cytometry, Alexa488-MEK5 binding to MEKK3; actives lie on both sides; 0 = blocked by unlabeled MEK5, 100 = vehicle. 290,000 tested, 1.4% active. AID 1529. binding response (% of control), % at 10 µM;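 active = binding response more than 3 SD above or below the average of its plate-row segment, actives on both sides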;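 also: Alexa488 bead fluorescence after subtracting the streptavidin-only scavenger bead signal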
Target sequence (Q99759 whole entry, looked up, the tested form may be a part): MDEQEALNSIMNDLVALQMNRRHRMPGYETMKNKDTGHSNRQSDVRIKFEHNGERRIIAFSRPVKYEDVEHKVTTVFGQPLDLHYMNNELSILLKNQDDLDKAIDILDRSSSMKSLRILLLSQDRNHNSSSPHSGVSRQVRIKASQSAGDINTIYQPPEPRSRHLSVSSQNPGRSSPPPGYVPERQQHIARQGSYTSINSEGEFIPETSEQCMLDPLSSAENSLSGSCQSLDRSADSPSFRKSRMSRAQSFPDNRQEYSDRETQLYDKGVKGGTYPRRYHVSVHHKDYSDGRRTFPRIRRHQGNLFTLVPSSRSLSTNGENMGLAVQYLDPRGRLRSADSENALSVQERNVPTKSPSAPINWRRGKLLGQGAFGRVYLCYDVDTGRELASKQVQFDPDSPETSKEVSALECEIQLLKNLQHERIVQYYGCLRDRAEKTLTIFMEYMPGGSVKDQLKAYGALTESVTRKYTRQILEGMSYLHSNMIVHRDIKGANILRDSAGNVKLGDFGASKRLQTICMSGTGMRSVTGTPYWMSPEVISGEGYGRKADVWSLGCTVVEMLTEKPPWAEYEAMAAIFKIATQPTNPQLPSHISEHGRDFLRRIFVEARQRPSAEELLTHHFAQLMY
IMP-1 inh – blocks Pseudomonas aeruginosa IMP-1 metallo-beta-lactamase. purified IMP-1, nitrocefin hydrolysis, epi-absorbance fluorescence. inhibition, % at 5.6 µM. 290,000 tested, 0.45% active;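 active = inhibition above the mean plus 3 SD of all compounds in the same screening run, cut at about 4.5% in these data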;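 also: 0% = IMP-1 with DMSO and 100% = DMSO wells lacking enzyme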
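System: purified IMP-1; amount: IMP-1 0.2 nM before substrate addition; compound: single dose, 5.6 µM; times: 25 °C, 15 min preincubation, 25 min reaction; signal: Epi-absorbance via hydrolysed-nitrocefin quenching of white-plate fluorescence, 480/530 nm, EDTA stop; benchmarks: DMSO with and without IMP-1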
IDE act – boosts human insulin-degrading enzyme activity in HEK cells. activation, % at 5.96 µM. AID 493087. P14735. 340,000 tested, 0.073% active. FAbeta-B cleavage, fluorescence polarization; 0% vehicle, 100% cell-free pure enzyme wells;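 active = activation above the mean of all tested compounds plus 3 SD, set per screening campaign, cut at about 17% in these data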
* marks the source's active call; other numbers are inactive results; / = no result given. Some of the compounds tested, so the mix of outcomes need not match the whole.

SMILES	DNA FID counter	PHOSPHO1 block	HCV NS3 hel inh	VIM-2 inh	p-CIP stab down	UBC9 SUMO inh	MEKK3 PB1 HTS	IMP-1 inh	IDE act
O=C(CC(c1ccccc1)c1ccccc1)NCC1CCCO1 (stereo not given)	-7.0	5.7	3.2	-2.8	0.4	9.4	100.0	-2.9	3.0
NC(=O)c1ccccc1OCC(=O)N1CCc2ccccc2C1	-19.1	23.2	7.5	-0.8	-5.9	2.3	102.0	-3.6	-0.3
Cc1ccc(S(=O)(=O)c2c(N)n(/N=C/c3ccco3)c3nc4ccccc4nc23)cc1	-2.3	0.6	2.6	-3.8	-97.8	48.0	102.0	-3.5	-2.2
Cc1cc(NC(=O)CCC(=O)N(Cc2ccco2)C(C(=O)NC2CCCC2)c2ccccc2)no1 (stereo not given)	-38.7	19.4	-13.6	-0.8	-19.1	1.1	101.0	-1.1	5.3
COc1ccc(CCC(=O)OCC(=O)Nc2ccc(C)c(S(=O)(=O)N(C)C)c2)cc1	-18.8	-15.9	-10.3	-1.8	8.3	-18.2	107.0	-1.9	-4.5
COC(CNC(=O)c1ccc2nc(-c3ccccc3)c(-c3ccccc3)nc2c1)OC	-3.5	4.1	2.7	0.3	15.0	13.1	101.0	-2.7	0.9
Cc1cc([N+](=O)[O-])ccc1NCc1ccccc1[N+](=O)[O-]	10.0	-19.7	1.9	-2.8	-5.4	3.4	104.0	-2.5	10.1
COc1ccccc1-n1nnnc1SCC(=O)Nc1cc(C)on1	-2.6	-10.5	2.8	-4.3	-17.5	-15.7	113.0	-2.0	-0.6
C/C(=N/NC(=O)CNC(=O)c1ccncc1)c1ccc(Cl)cc1	-3.0	19.7	18.6	0.2	7.0	15.8	120.0	1.0	-11.8
COc1cc(/C=N/NC(=O)C(=O)NCC2CCCO2)cc(Cl)c1O (stereo not given)	-7.7	-16.6	-12.1	-4.6	-10.8	6.1	109.0	-3.3	-1.9
O=C(c1ccc2c(c1)OCCO2)C1CCN(C(=O)c2ccc(F)c(F)c2)CC1	-21.1	-2.9	2.5	-1.2	8.4	8.9	102.0	-2.4	4.0
COc1ccccc1CNC(=O)CN(C)Cc1ccc(SC)cc1	-3.9	22.8	-16.1	-3.9	-5.2	7.1	100.0	-0.9	5.1
COC(=O)c1ccc(Sc2ccc(C)cc2)c(N)c1	-14.2	39.3	-0.6	-1.0	-5.6	-12.7	102.0	1.4	-1.1
Cc1cc(N2CCN(S(=O)(=O)Cc3ccccc3)CC2)n2ncnc2n1	-8.2	33.4	5.3	-0.9	-6.1	0.9	100.0	-3.8	1.1
CCc1nnc(NC(=O)[C@@H](NC(=O)c2ccc(OC)cc2)C(C)C)s1	-18.3	53.0	-5.3	-4.3	-5.2	-1.5	104.0	-2.8	0.9
CN(C)C(=O)c1cn(N(C)c2ncc(C(F)(F)F)cc2Cl)c(=O)c2ccccc12	-21.1	8.0	-3.6	-6.6	1.9	8.1	100.0	-2.9	0.4
O=C(Nc1nc2c(F)cc(F)cc2s1)c1ccco1	-5.1	25.4	-1.1	-3.1	-5.8	-1.9	100.0	-3.4	7.9
Cc1ccc(-n2c(SCC(=O)Nc3cccc(S(=O)(=O)NC4=NCCCCC4)c3)nc3ccccc3c2=O)cc1	-22.1	-1.0	-7.1	-2.8	-10.9	0.9	97.0	-1.9	2.4
Cc1onc(-c2ccccc2Cl)c1C(=O)NC1CCS(=O)(=O)C1 (stereo not given)	-0.7	6.7	-0.9	1.3	0.0	10.7	106.0	-2.9	5.0
CCOc1cc(CNCC(C)C)cc(Cl)c1OCc1ccccc1	21.7	34.9	-31.1	-1.4	-0.6	-0.4	110.0	-1.9	4.7
COc1cccc(NC(=O)Cn2cc(C=O)c3ccccc32)c1	-8.0	33.9	20.4	0.4	-13.2	5.4	108.0	-2.9	-3.1
NC(=O)CSC1=Nc2ccccc2C2=NC(CC(=O)NCc3cccs3)C(=O)N12 (stereo not given)	1.9	31.4	-3.2	1.6	-13.2	14.2	100.0	-2.1	3.7
CCOC(=O)C1CCN(Cc2nc3ccc(Cl)cc3n2CCO)CC1	1.5	-15.2	-3.6	-3.8	3.3	-13.9	112.0	-5.5	1.0
CCCCCn1c(=S)[nH]c2cc(C(=O)N3CCCC3)ccc2c1=O	-6.0	-15.6	2.9	-2.8	15.6	-4.0	104.0	-3.3	-1.4
CCOC(=O)c1ccc2[nH]c3c(c2c1)CCCC3NC=O (stereo not given)	-14.7	8.3	7.0	0.3	-11.3	11.8	96.0	-1.7	2.9
CNC(=O)C1C(=S)NC(N)=C(C#N)C1c1ccccc1 (stereo not given)	-3.4	32.3	2.7	-5.3	-56.2	17.4	101.0	-5.5	-20.4
CCOC(=O)c1ccc(NC(=S)N2CCC(C(N)=O)(N3CCCCC3)CC2)cc1	10.0	28.8	-2.5	0.6	-11.8	20.3	105.0	-1.5	-0.6
COC(=O)CNC(c1ccccc1)c1cc(C)ccc1NS(=O)(=O)c1ccc(C)cc1 (stereo not given)	-12.3	-21.3	-5.8	-2.7	-16.9	-12.9	95.0	-1.2	4.6
Cc1cc(C(=O)C[N+]2(C)CCOCC2)c(C)n1-c1ccc(Br)cc1	8.3	-47.4	8.2	-0.2	-3.5	15.0	115.0	-1.8	0.4
Cc1ccc(COc2ccc(-c3nnco3)cc2)cc1	-26.2	18.4	6.9	-3.2	-0.1	-3.7	102.0	-1.4	-3.1
O=C(CN1C(=O)c2ccccc2C1=O)Nc1ccc(-c2nc3ccccc3o2)cc1	0.4	13.2	2.4	-2.3	-7.8	24.9	101.0	-3.5	1.2
CC1=C/C(=N\Nc2ccccc2[N+](=O)[O-])CC(C)(C)C1	2.5	-2.5	10.3	-2.8	5.8	-40.6	97.0	-1.5	-1.4
COc1ccc(S(=O)(=O)N2CCc3ccccc32)cc1C(=O)OCc1c(C)noc1C	-23.9	-10.6	-1.9	-2.8	14.8	-16.5	100.0	-2.0	-4.5
CC(=O)Nc1ccc(-c2csc(N/N=C\c3ccncc3)n2)cc1	-11.5	22.5	-1.7	-0.2	-10.4	3.4	93.0	-4.7	/
COc1ccc(OC)c(C(=O)NC(CC(N)=O)c2ccc(N3CCC(N4CCCC4)CC3)c([N+](=O)[O-])c2)c1 (stereo not given)	/	15.8	/	/	-7.3	27.8	96.0	/	3.2
COc1ccc(/C=N/NC(=O)c2ccc(C)cc2)cc1CN1CCN(c2ccc(F)cc2)CC1	-2.5	-2.3	2.8	-1.4	2.0	7.4	104.0	-3.5	-3.5
Cc1ccc(S(=O)(=O)c2nc(Nc3ccccc3)sc2Cl)cc1	-8.4	-33.9	-2.6	-2.0	-14.2	-23.9	90.0	-2.6	-3.8
c1ccc(-n2nnnc2-n2nnc3ccccc32)cc1	-1.2	15.4	-5.4	-0.9	-17.1	10.8	106.0	-0.5	-1.7
CC(C)(C)C(=O)/C(C#N)=C/c1cccs1	-2.6	32.2	1.0	-0.2	-12.1	4.4	102.0	-1.4	4.3
Cc1noc(C)c1-c1nc(CS(=O)(=O)c2ccc(F)cc2)no1	0.7	20.3	9.8	1.4	-2.5	15.8	92.0	-1.4	/
Cc1noc(C)c1CSCC(=O)OCC(=O)N1CC(=O)Nc2ccccc21	-6.5	41.0	1.7	-3.6	-1.3	-20.4	110.0	-4.2	6.4
Cc1cc2c(=O)oc(-c3ccc(F)cc3)nc2s1	5.0	1.2	3.3	-5.3	-7.3	14.7	102.0	-2.8	4.0
CSc1nc(S(=O)(=O)c2ccc(C)cc2)c(Cl)s1	-8.9	30.3	6.7	0.4	10.1	4.4	106.0	0.2	2.7
Cc1cc(N2CCOCC2)nc2ccc(NC(=O)CCC(=O)N3CCN(c4cccc(C(F)(F)F)c4)CC3)cc12	1.5	43.5	-46.6	-0.2	-20.4	-26.8	97.0	-0.2	4.1
Cc1ccc2c(c1)NC(=O)C(CC(=O)NCc1ccc(F)cc1)O2 (stereo not given)	-2.7	4.3	-11.4	-0.9	-20.8	-10.0	104.0	-1.2	1.4
CC(C)Cn1cc(C(=O)NCc2cccs2)c2c3ccccc3n(C)c2c1=O	-6.0	3.9	-1.5	-3.6	-15.2	28.1	105.0	-3.4	8.4
O=C(CN(C(=O)c1csnn1)c1cccc(F)c1)NC1CCCC1	-10.9	22.8	12.1	0.6	-4.0	0.3	98.0	1.7	2.6
CC(NC(=O)CNC(=O)C1CCCCC1)c1ccc(S(N)(=O)=O)cc1 (stereo not given)	-1.0	16.1	-4.8	-3.5	12.6	-28.5	100.0	-2.2	-0.2
CCc1nn(C(C)C(=O)N2CC(C)CC(C)C2)c(=O)c2cc3occc3n12 (stereo not given)	-46.9	54.1	4.1	-6.2	8.1	3.9	102.0	-3.7	4.8
COc1cccc(OC)c1-c1nnc(-c2cn(C)c3ccccc23)o1	-5.8	23.2	-7.7	0.2	-5.5	0.5	102.0	-3.1	-1.2
CCN(CC)S(=O)(=O)c1cccc(C(=O)NC2CCCCC2)c1	-7.0	1.3	0.1	1.3	-0.9	11.4	80.0	-0.5	5.0
COc1ccc(OC)c2[nH]c(=O)c(CCNC(=O)c3ccc(S(=O)(=O)N4CCCCC4)cc3)cc12	-1.2	-14.2	-4.3	2.0	-9.6	-12.2	/	0.1	4.3
O=C1CC(C(=O)N2CCC(N3CCC(C(=O)NC4CC4)CC3)CC2)c2ccccc21 (stereo not given)	-2.5	23.9	-2.4	-1.5	-3.5	6.7	99.0	-1.0	9.3
OC(CNc1nc(-c2cccnc2)nc2ccccc12)c1ccccc1 (stereo not given)	-17.0	31.0	-23.2	-1.5	-13.6	-2.9	100.0	-2.2	-0.1
CCCCNC(=O)c1ccccc1NC(=O)CN(c1ccccc1)S(=O)(=O)N(C)C	-20.6	0.3	5.6	-1.4	0.5	7.5	101.0	-3.4	0.5

Grouped by structure, the entries above with a CF3 group.
SMILES	DNA FID counter	PHOSPHO1 block	HCV NS3 hel inh	VIM-2 inh	p-CIP stab down	UBC9 SUMO inh	MEKK3 PB1 HTS	IMP-1 inh	IDE act
CN(C)C(=O)c1cn(N(C)c2ncc(C(F)(F)F)cc2Cl)c(=O)c2ccccc12	-21.1	8.0	-3.6	-6.6	1.9	8.1	100.0	-2.9	0.4
Cc1cc(N2CCOCC2)nc2ccc(NC(=O)CCC(=O)N3CCN(c4cccc(C(F)(F)F)c4)CC3)cc12	1.5	43.5	-46.6	-0.2	-20.4	-26.8	97.0	-0.2	4.1

Reformatted comma-delimited: entries from further up
SMILES,DNA FID counter,PHOSPHO1 block,HCV NS3 hel inh,VIM-2 inh,p-CIP stab down,UBC9 SUMO inh,MEKK3 PB1 HTS,IMP-1 inh,IDE act
O=C(CN(C(=O)c1csnn1)c1cccc(F)c1)NC1CCCC1,-10.9,22.8,12.1,0.6,-4.0,0.3,98.0,1.7,2.6
CC(NC(=O)CNC(=O)C1CCCCC1)c1ccc(S(N)(=O)=O)cc1 (stereo not given),-1.0,16.1,-4.8,-3.5,12.6,-28.5,100.0,-2.2,-0.2
CCc1nn(C(C)C(=O)N2CC(C)CC(C)C2)c(=O)c2cc3occc3n12 (stereo not given),-46.9,54.1,4.1,-6.2,8.1,3.9,102.0,-3.7,4.8
COc1cccc(OC)c1-c1nnc(-c2cn(C)c3ccccc23)o1,-5.8,23.2,-7.7,0.2,-5.5,0.5,102.0,-3.1,-1.2
